Source: PubChem BioAssay
TrxR1 substrate = qHTS Assay for Substrates of Mammalian Selenoprotein Thioredoxin Reductase 1 (TrxR1): qHTS; Potency, µM (top dose mostly 114 µM), for the others: at the top dose activity change, negative = substrate turnover; 0.01% of 390,000 active; Thioredoxin reductase 1, cytoplasmic (Rattus norvegicus), O89049; purified TrxR1 substrate turnover, NADPH consumption readout; further: potency means the concentration at half of the fitted maximal effect; on the % scale 0 is the no-effect control and ±100 the full control effect; nearly all actives have a fitted effect of over 50% in size
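Rat TrxR1, dispensed at 90 nM, was prereduced with 400 uM NADPH (final) for 5 min at ~22 deg C, then incubated with compound 15 min before 400 uM selenite. A first-read NADPH fluorescence drop versus no-compound background flagged substrates.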
GRP78 ERSR act = qHTS for Inducers of the Endoplasmic Reticulum Stress Response (ERSR) in Human Glioma: qHTS; U87-MG GRP78 promoter luciferase reporter, 16 h; 0.02% of 420,000 active; Potency, µM, for the others: at the top dose activation, usual class: activators; further: potency means the concentration at half of the fitted maximal effect; series mostly up to about 76 µM; % of control where 0% means no effect; nearly all actives have a fitted effect of over 35% in size
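Stably transfected U87-MG glioma cells carrying a GRP78-based luciferase sensor; 16 h compound incubation. Luminescence end-point read 10 min after Bright-Glo addition at room temperature.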
PI4K2A block = qHTS for small molecular inhibitors of PI4K2A; Phosphatidylinositol 4-kinase type 2-alpha (Homo sapiens), Q9BTU6; purified PI4K2A, ADP-Glo luminescence, 1 h; hits give low values; activity change, negative = inhibition, % at 76.9 µM; 0.13% of 420,000 active; AID 1346378, 2018; in the data active means activity change below about -50%; inconclusive means mostly about -30% to -49%;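 further: -100% = wells without enzyme as full effect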
Target sequence (Q9BTU6 whole entry, looked up): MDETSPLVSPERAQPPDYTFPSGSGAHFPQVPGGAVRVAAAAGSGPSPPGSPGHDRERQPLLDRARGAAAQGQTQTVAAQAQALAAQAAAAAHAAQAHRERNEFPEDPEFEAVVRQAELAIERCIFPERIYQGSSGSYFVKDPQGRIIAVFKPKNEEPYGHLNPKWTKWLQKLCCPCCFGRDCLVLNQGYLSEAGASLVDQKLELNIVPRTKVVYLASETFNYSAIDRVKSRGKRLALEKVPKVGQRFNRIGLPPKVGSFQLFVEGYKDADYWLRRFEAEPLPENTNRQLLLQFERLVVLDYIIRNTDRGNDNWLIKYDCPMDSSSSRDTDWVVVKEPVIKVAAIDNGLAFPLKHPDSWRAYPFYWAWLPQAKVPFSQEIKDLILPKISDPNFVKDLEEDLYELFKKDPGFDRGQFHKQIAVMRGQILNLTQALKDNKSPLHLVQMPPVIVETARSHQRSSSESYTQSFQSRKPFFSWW
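Compounds are screened against recombinant PI4K2A using PI as substrate and ATP, the latter dispensed at 300 microM. Reactions run one hour at ambient temperature before ADP-Glo detection; full inhibition defined by wells lacking enzyme.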
Vif-A3F inh = qHTS for Inhibitors of Vif-A3F Interactions: qHTS; Potency, µM (doses to about 46.1 µM), inactives show at the highest dose activity, negative = active; HeLa A3F-eYFP + Vif (tagged APOBEC3F with the HIV-1 protein that degrades it), YFP fluorescence increase; AID 602313, 2012; 0.2% of 390,000 active; further: potency means the concentration at half of the fitted maximal effect; % of control where 0% means no effect; nearly all actives have a fitted effect of over 65% in size
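Fluorescence increase (Ex 488/Em 500-530) after overnight compound treatment at 37 deg C flags inhibition of Vif-driven A3F-eYFP loss in stable HeLa A3F-eYFP/Vif cells seeded overnight beforehand.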
RXFP1 ag = qHTS Assay for Agonists of the Relaxin Receptor RXFP1; Relaxin receptor 1 (Homo sapiens), Q9HBX9; HEK293T-RXFP1 cAMP TR-FRET, 30 min; response scale: percent of porcine relaxin response, buffer zero; Potency, µM (highest dose often 57.5 µM), for the others: at the highest dose activation, hits mostly activators; 0.3% of 370,000 active; AID 2676, 2010; further: potency means the concentration at half of the fitted maximal effect; on the % scale 0 is the no-effect control and ±100 the full control effect; nearly all actives have a fitted effect of over 60% in size; many of its hits are not listed in these tables
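Agonist response is measured as cAMP accumulation in an RXFP1-transfected HEK293T line under PDE4 inhibition. Values are scaled between buffer-only and 29 nM porcine relaxin, and EC50s come from standard Hill equation fits.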
USP1 inh = Inhibitors of USP1/UAF1: Primary Screen. recombinant USP1/UAF1, Ub-Rhodamine cleavage fluorescence. 0.23% of 390,000 active. AID 743255, 2014. Potency, µM (highest dose often 57.1 µM), inactives show at the highest dose activity change, negative = inhibition, actives largely listed as inhibitors; further: potency means the concentration at half of the fitted maximal effect; on the % scale 0 is the no-effect control and ±100 the full control effect; nearly all actives have a fitted effect of over 60% in size; inactives centre near -12
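1 nM enzyme complex + cpd, 15 min RT; start with Ub-Rho 150nM final; kinetic fluorescence ex 480/em 540, 6 reads q60 s. Buffer 50mM HEPES pH 7.8, 0.5mM EDTA, 0.1 mg/ml BSA, 1mM TCEP, 0.01% Tween-20.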
LDHA block = qHTS assay for inhibitors of human lactate dehydrogenase. L-lactate dehydrogenase A chain (Homo sapiens), P00338. purified LDHA, NADH/diaphorase-resazurin fluorescence; hits give low values. activity change, % (values are at about 110 or 230 µM). 0.15% of 480,000 active. AID 1347041, 2019; in the data active means activity change below about -30%; inconclusive means mostly about -25% to -30%;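 further: plate controls were DMSO wells for no effect and wells without enzyme for full effect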
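LDH5 2 nM; NADH 0.06 mM, pyruvate 0.2 mM; 200 mM Tris pH 7.4, EDTA, Tween-20; 5 min RT. Detection: diaphorase 0.133 mg/mL + resazurin 37 µM, fluorescence ex540/em590 at 0 and 20 min; normalized to enzyme-free and DMSO wells.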
Vif-A3G inh = qHTS for Inhibitors of Vif-A3G Interactions: qHTS; DNA dC->dU-editing enzyme APOBEC-3G (Homo sapiens), Q9HC16; HeLa A3G-eYFP + Vif (tagged APOBEC3G with the HIV-1 protein that degrades it), YFP fluorescence, overnight; Potency, µM (titrated, usually from 46.1 µM), for the others: at the highest dose activity, negative = active, hits mostly inhibitors; 0.076% of 410,000 active; AID 602310, 2012;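 further: potency means the concentration at half of the fitted maximal effect; on the % scale 0 is the no-effect control and ±100 the full control effect; nearly all actives have a fitted effect of over 60% in size; hits raise eYFP signal because A3G escapes Vif-driven loss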
Target sequence (Q9HC16 whole entry, looked up): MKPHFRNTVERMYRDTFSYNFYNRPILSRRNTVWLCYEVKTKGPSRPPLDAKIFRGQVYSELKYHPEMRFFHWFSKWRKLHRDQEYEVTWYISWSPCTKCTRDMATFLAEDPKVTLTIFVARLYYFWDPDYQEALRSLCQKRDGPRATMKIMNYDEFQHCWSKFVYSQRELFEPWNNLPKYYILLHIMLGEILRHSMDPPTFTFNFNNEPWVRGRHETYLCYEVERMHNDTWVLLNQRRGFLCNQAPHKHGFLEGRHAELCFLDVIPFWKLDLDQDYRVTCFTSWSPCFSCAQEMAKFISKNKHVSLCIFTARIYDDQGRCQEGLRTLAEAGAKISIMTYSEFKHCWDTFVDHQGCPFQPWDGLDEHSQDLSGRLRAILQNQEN
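HeLa cells stably expressing Vif and C-terminally eYFP-tagged A3G, seeded overnight at 37 deg C, then exposed to compound by pintool overnight at 37 deg C. Rise in yellow fluorescence (Ex 488/Em 500-530, Acumen) marks blocked Vif-driven A3G degradation.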
mIDH1 inhibitor = qHTS for Inhibitors of mutant isocitrate dehydrogenase 1 (IDH1): qHTS; IDH1-R132H enzyme, NADPH consumption, diaphorase/resazurin fluorescence; Potency, µM (top dose mostly 76.6 µM), for the others: at the highest dose activity change, negative = inhibition, hits mostly inhibitors; AID 602179, 2012; 0.093% of 390,000 active; further: potency means the concentration at half of the fitted maximal effect; on the % scale 0 is the no-effect control and ±100 the full control effect; nearly all actives have a fitted effect of over 65% in size
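IDH1-R132H (0.5 ug/mL) preincubated 30 min with compound, then NADPH (0.016 mM) and alpha-KG (2 mM) added; 80 min at RT, pH 7.5. Remaining NADPH coupled via diaphorase/resazurin to fluorescence (540/590 nm); concentration-response curves normalized to no-enzyme control.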
* hit, by the source's call; ? = inconclusive; · = not tested or not shown; & = joins results of further samples; [ ] = remark or other dose. Unless noted, the call rests on the fitted dose curve; in most records, active means well fitted curve in the direction sought with a large enough effect; inconclusive means small, poorly fitted or top-dose-only effect, or another doubt; inactive means no such curve, though single readings can be large; an effect the other way counts as inactive or inconclusive.

SMILES	TrxR1 substrate	GRP78 ERSR act	PI4K2A block	Vif-A3F inh	RXFP1 ag	USP1 inh	LDHA block	Vif-A3G inh	mIDH1 inhibitor
O=C(CC1(O)CCCCC1)OC1CCCC1	7.0%	-1.7%	-0.3	2.3%	·	-16.7%	0.6	-1.0%	0.8%
Cc1[nH][nH]c(=O)c1N=Nc1ccc(S(N)(=O)=O)cc1	-15.2%	-0.8%	-29.1	1.4%	·	-2.8%	3.8	3.0%	-2.8%
COc1ccc(Cc2nnc(NC(=O)Nc3ccccc3OC)s2)cc1	-1.7%	-2.1%	-12.7	?	-1.3%	-10.2%	-8.8	-18.7%	13.7%
COc1ccc(CSc2nc3ccccc3c(=O)n2CCCN2CCOCC2)cc1F	3.5%	-0.4%	4.2	-15.1%	0.8%	-18.5%	-1.9	-0.3%	-0.1%
COc1ccc(-c2n[nH]c(C)c2-c2cnn(-c3ccccc3)c2)c(O)c1	0.8%	-5.9%	3.8	0.7%	-2.3%	-14.8%	-6.1	-10.3%	-3.9%
O=C(NNC(=S)NC1CCCCC1)c1cccs1	-1.2%	1.9%	-1.6	2.9%	2.4%	-4.5%	-2.5	-0.4%	-2.1%
CC(CC(=O)NCCc1ccc(F)cc1)c1ccccc1 (stereo not drawn)	1.2%	1.6%	0.1	-10.5%	2.4%	-18.9%	-3.2	-0.1%	10.4%
COc1cc(C2C(=O)N(C3CCCC3)CC(=O)N2Cc2ccco2)ccc1OC(C)C (stereo not drawn)	12.8%	-3.1%	9.6	-6.8%	-0.9%	-16.1%	-9.1	-5.9%	-1.6%
COc1cc(/C=C2\C(=N)N3N=C(S(C)(=O)=O)SC3=NC2=O)ccc1OS(=O)(=O)c1ccc(C)cc1	-14.8%	-2.4%	-6.9	-12.2%	1.9%	-11.5%	-4.6	-0.8%	?
COc1ccc(N2CCN(CCCNC(=O)C(=O)c3c(C)n(C)c4ccccc34)CC2)cc1	-3.7%	-4.5%	-5.1	-11.1%	-1.2%	-17.2%	-2.0	-0.6%	2.0%
COc1cc(CN2CCCC(CO)(Cc3cccc(Cl)c3)C2)cc(OC)c1O (stereo not drawn)	4.1%	-5.1%	-1.0	-0.8%	-1.0%	-12.5%	11.4	-4.5%	11.1%
CC(C(=O)NCc1ccc(Cl)cc1)n1ccc2cc(S(=O)(=O)N3CCCC3)ccc21 (stereo not drawn)	-6.6%	-1.3%	-1.4	2.4%	0.1%	-15.1%	-6.6	-4.9%	-7.1%
O=C(CSc1nc2ccccc2c(=O)n1-c1ccccc1Cl)NC1CCS(=O)(=O)C1 (stereo not drawn)	-9.1%	-4.5%	7.7	1.9%	2.2%	-19.0%	-2.4	1.3%	-2.3%
S=C(NCCc1ccc(Cl)cc1)NCc1ccco1	4.6%[57.1 µM]	8.1%	4.1	-3.1%	2.3%	-19.2%	-7.1	1.2%	-4.6%
Cc1ccc(-c2ccc(CCC(=O)O)n2-c2ccc(C)c(Cl)c2)cc1	1.6%	5.3%	0.2	-4.1%	5.1%	-12.9%	-0.8	-2.5%	-20.0%
COc1cccc(NC(=O)C2(C)CCN2C(=O)CC2CCCC2)c1 (stereo not drawn)	·	6.7%	-0.5	·	·	·	3.1	-0.5%	·
COc1ccc(CN2C3CCC2CC(NC(=O)c2cccc(F)c2)C3)cc1 (stereo not drawn)	2.1%	-1.2%	2.3	-6.6%	0.0%	-21.2%	-0.7	-1.2%	5.8%
COc1ccc(SCCN2CC[C@@H](C(C)(C)C)CCC2=O)cc1	5.1%[57.1 µM]	-2.5%&4.7%	-2.5	2.5%	0.3%	-16.6%	-1.3	-0.6%&-0.1%	6.3%
CC(NC(=O)COC(=O)c1ccc(N(C)C)cc1)c1ccccc1 (stereo not drawn)	-1.7%[57.1 µM]	0.3%	-0.3	1.7%	1.3%	-3.1%	-4.5	-11.1%	-4.1%
NC(=O)c1c(NC(=O)CS(=O)(=O)c2ccc(Cl)cc2)sc2c1CCCCC2	1.0%[57.1 µM]	0.8%	-0.7	-0.6%	1.5%	-19.4%	-19.7	-5.2%	0.0%
C[C@@]12CC(=O)NC1N(C(=O)c1ccccc1)C(c1ccccc1OC(=O)c1ccccc1)C2 (stereo partly drawn)	7.0%	-3.6%	1.0	0.0%	0.4%	-5.4%	0.3	-0.2%	-1.3%
Cc1nn(-c2ccc(F)cc2)c2sc(C(=O)OC3CCOC3=O)cc12 (stereo not drawn)	47.2%[activator]	-5.3%	-8.9	-2.7%	6.0%	-12.3%	-5.2	2.6%	-6.2%
C=CCc1ccc(OCC(O)CN2CCN(Cc3ccccc3)CC2)c(OC)c1 (stereo not drawn)	2.7%	-3.7%	6.4	7.2%	-0.5%	-22.0%	-1.0	-1.3%	17.2%
CCn1c(CSc2nc3ccccc3[nH]2)n[nH]c1=S	-2.5%	0.7%	2.5	2.1%	1.3%	-10.1%	-12.5	2.1%	1.8%
COc1ccc(OC)c(N(CC(=O)Nc2cccnc2)S(=O)(=O)c2ccc(OC)c(OC)c2)c1	13.0%[57.1 µM]	-0.8%	-1.2	3.5%	0.2%	-8.3%	-0.1	-1.8%	0.5%
The results go on.
SMILES	TrxR1 substrate	GRP78 ERSR act	PI4K2A block	Vif-A3F inh	RXFP1 ag	USP1 inh	LDHA block	Vif-A3G inh	mIDH1 inhibitor
O=C(Oc1ccc(-c2csnn2)cc1)C1CC1	0.0%	-4.2%	5.0	6.8%	-2.0%	-11.5%	-6.3	0.1%	6.4%
COc1cccc(NC(=O)Cn2c(=O)n(CCCC(=O)NCc3ccc4c(c3)OCO4)c(=O)c3ccccc32)c1	4.9%	0.1%	0.2	0.8%	5.1%	-20.0%	-0.9	0.1%	-8.9%
CCCN(Cc1cc2cccc(C)c2[nH]c1=O)C(=O)c1cccc(Cl)c1	5.7%	-3.0%	0.1	-4.6%	5.1%	-5.7%	-9.1	-5.7%	-2.5%
COC(=O)c1ccsc1NC(=O)CN1CCN(Cc2ccc3c(c2)OCO3)CC1	3.5%	-5.2%	0.3	0.6%	1.5%	-12.7%	0.6	1.5%	0.0%
COC(=O)c1cc(NC2c3ccccc3C(=O)N2CCN2CCOCC2)cc(C(=O)OC)c1 (stereo not drawn)	11.2%[57.1 µM]	3.5%	0.2	-2.1%	0.6%	-5.5%	-1.8	5.3%	-8.3%
O=C(Cn1c(=O)n(-c2ccccc2)c(=O)c2ccc(C(=O)NCc3ccc4c(c3)OCO4)cc21)Nc1ccc(Br)cc1F	3.3%	-2.9%	-3.5	-3.9%	?	-23.3%	1.4	-5.3%	-6.1%
OCCC1CN(Cc2cn[nH]c2C2CCCCC2)CCN1C1CCCC1 (stereo not drawn)	5.0%	-1.8%	-0.1	-10.4%	1.2%	-3.7%	-0.5	-8.2%	4.4%
CCOc1ccccc1CNC(=O)C1CCCN(c2ncnc3onc(-c4ccc(F)cc4)c23)C1 (stereo not drawn)	0.6%	-1.3%	-2.1	-11.9%	-2.7%	-1.0%	-10.5	1.7%	-7.6%
CC(C)CCNC(=O)COc1ccc(C(=O)c2ccccc2)cc1	3.0%	-2.4%	21.5	-26.4%	0.7%	-15.2%	-4.6	-16.3%	3.6%
Cc1ccc(-c2nnc(-c3ccc(NC(=O)Cc4cccs4)cc3)o2)cc1	29.1%	-2.6%	-4.7	-26.1%	0.9%	-11.8%	-7.3	-11.2%	2.3%
COc1ccc(-c2c3c(=O)n(C)c(=O)n(C)c3cn2-c2cccc(OC)c2)cc1	8.8%	9.5%	-1.5	-5.4%	0.8%	-17.3%	4.2	-10.0%	6.0%
CCCN(CCC)S(=O)(=O)c1ccc(NC(=O)c2cc(C(=O)OC)cc([N+](=O)[O-])c2)cc1	-14.0%	-2.3%	0.1	3.4%	-1.5%	0.8%	-2.5	1.2%	3.8%
CCCCCNC(=O)N[C@H](C(=O)O)C(C)C	-4.6%	1.7%	0.7	-2.5%	-0.5%	-7.5%	-3.9	2.5%	-0.7%
CC(=O)N1c2ccc(S(=O)(=O)NCC3CCC(C(=O)Nc4cc(C)cc(C)c4)CC3)cc2CC1C (stereo not drawn)	1.0%	-2.8%	-8.5	10.9%	6.0%	-12.8%	-0.8	9.4%	-16.3%
Brc1ccccc1-n1nnc(-c2nccs2)n1	-7.1%	-3.7%	-2.6	-5.2%	1.4%	21.3%	-8.2	-1.6%	-3.7%

A portion of the library. The share of hits here may be higher or lower than overall.
